Source: PubChem
TPT1 inhibitor: Candida albicans TPT1 enzyme inhibitors, primary screen, biochemical, fluorescence polarization. tRNA 2'-phosphotransferase TPT1 (Candida albicans SC5314). AID 1962, 2009. recombinant caTPT1, FP RNA substrate dephosphorylation. inhibition, % at 5 µM. 300,000 tested, 0.81% active;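 active means inhibition above the mean of all tested compounds plus 3 SD, set per screening campaign, cut at about 24% in these data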;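 further: plate controls were DMSO alone for no effect and ferristatin control at 100 nM for full effect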
PP5 primary: PP5 phosphatase inhibitors, primary screen, biochemical, fluorescence; inhibition, % at 6.7 µM; 320,000 tested, 0.18% active; purified PP5c, OMFP substrate fluorescence; Serine/threonine-protein phosphatase 5 (Homo sapiens), P53041;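 active means inhibition above the campaign's mean inhibition across all tested compounds plus 3 SD, cut at about 9.5% in these data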;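 further: 0% = DMSO only and 100% = 100 µM cantharidin control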
PP1 counter: PP1-alpha phosphatase inhibitors, primary screen, counter-screen for PP5 inhibitor project, biochemical, fluorescence, OMFP substrate, single point. purified PP1alpha. Serine/threonine-protein phosphatase PP1-alpha catalytic subunit (Homo sapiens), P62136. 320,000 tested, 0.9% active. inhibition, % at 6.7 µM. AID 2235, 2010;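 active means inhibition above the mean inhibition of all tested compounds plus 3 SD, computed separately for each screening campaign, cut at about 15% in these data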
Target sequence (P62136 whole entry, looked up): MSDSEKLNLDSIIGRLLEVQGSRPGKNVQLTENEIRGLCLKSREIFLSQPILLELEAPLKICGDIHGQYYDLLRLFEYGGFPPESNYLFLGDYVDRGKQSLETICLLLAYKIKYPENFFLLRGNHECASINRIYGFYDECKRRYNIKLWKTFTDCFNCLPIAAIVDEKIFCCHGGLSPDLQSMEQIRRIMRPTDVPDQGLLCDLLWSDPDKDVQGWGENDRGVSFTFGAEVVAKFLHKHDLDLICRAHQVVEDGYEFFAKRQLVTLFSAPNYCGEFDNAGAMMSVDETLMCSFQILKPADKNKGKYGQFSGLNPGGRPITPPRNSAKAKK
EBNA-1 inh: EBNA-1 DNA-binding inhibitors, primary screen, biochemical, fluorescence polarization; inhibition, % at 14.8 µM; 300,000 tested, 0.34% active; AID 1950, 2009; in the data active means inhibition above about 28%
CTSL1 counter: Fasciola hepatica cathepsin L1 inhibitors, primary screen, counter-screen for PFM18AAP inhibitor project, biochemical, QFRET, fluorogenic peptide substrate; recombinant F. hepatica cathepsin L1, Z-Leu-Arg-MCA fluorescence; inhibition, % at 5.96 µM; 300,000 tested, 0.49% active; AID 1906, 2009;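 active means inhibition above the mean of all tested compounds plus 3 SD, set per screening campaign, cut at about 17% in these data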;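 further: 0% = plate median of test compound wells and 100% = 1 µM Z-Phe-Ala-diazomethylketone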
core dimer inh: inhibitors of HCV core protein dimerization, primary screen, biochemical, TR-FRET, high-throughput. TR-FRET GST/Flag-core106 dimerization, 1536-well. inhibition, % at 5 µM. 300,000 tested, 0.33% active. AID 1899, 2009;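 active means inhibition above the mean of all tested compounds plus 3 SD, set per screening campaign, cut at about 45% in these data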
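Assay system: tagged HCV core106 pair (GST and Flag); medium: KF-containing HEPES buffer, pH 7.45, DTT, CHAPS, BSA; also added: Eu donor and XL665 acceptor anti-tag antibodies; dosing: 5 µM single dose; timing: compound-protein-antibody incubation 4 h at 22.5 °C; signal: TR-FRET 671 and 617 nm emission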
CR mimetic SO: reduction of superoxide in aged yeast, primary screen, HTS; S. cerevisiae aged cells, superoxide DHE fluorescence; hits give low values; superoxide response (% of plate mean), % at 10 µM; 330,000 tested, 0.18% active; AID 2690, 2010;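 active means superoxide response under a set limit, about three screen SD below normal, cut at about 65% in these data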;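 further: yeast aged for seven days with compound at 30 °C before DHE staining; 100% = average MFI of all compound-treated wells on the plate with controls excluded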
JMJD2C inh: inhibitors of GASC-1 histone demethylase, primary screen, biochemical, fluorescence, DELFIA europium; 330,000 tested, 0.069% active; Lysine-specific demethylase 4C (Homo sapiens), Q9H3R0; inhibition, % at 2.35 µM; GST-JMJD2C(1-420) H3K9me3 demethylation; AID 2099, 2009;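 active means more than half of a compound's replicate wells show inhibition beyond 50%, single wells judged on their own value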;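 further: signal counts dimethyl H3K9 product captured on neutravidin plate; 0% = median of DMSO wells and 100% = 0.3 times that DMSO median; strong numbers were not always called active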
Target sequence (Q9H3R0 1-420 limits assumed): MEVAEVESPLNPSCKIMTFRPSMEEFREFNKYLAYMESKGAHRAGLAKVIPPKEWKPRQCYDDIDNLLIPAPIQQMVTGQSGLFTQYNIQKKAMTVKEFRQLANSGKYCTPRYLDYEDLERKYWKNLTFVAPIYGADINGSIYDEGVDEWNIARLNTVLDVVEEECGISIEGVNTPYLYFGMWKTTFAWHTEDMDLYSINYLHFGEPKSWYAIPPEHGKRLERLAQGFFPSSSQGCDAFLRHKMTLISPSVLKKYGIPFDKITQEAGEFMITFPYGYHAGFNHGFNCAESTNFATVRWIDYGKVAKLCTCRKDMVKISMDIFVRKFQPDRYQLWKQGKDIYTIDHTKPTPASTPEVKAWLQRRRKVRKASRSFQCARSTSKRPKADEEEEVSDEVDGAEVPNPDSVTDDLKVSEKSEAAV
ZTA counter: counter-screen for EBNA-1 inhibitors: inhibitors of Epstein-Barr virus ZTA. P03206. ZTA-DNA binding, fluorescence polarization. inhibition, % at 11 µM. 320,000 tested, 0.15% active. AID 2234; in the data active means inhibition above about 33%
Target sequence (P03206 whole entry, looked up): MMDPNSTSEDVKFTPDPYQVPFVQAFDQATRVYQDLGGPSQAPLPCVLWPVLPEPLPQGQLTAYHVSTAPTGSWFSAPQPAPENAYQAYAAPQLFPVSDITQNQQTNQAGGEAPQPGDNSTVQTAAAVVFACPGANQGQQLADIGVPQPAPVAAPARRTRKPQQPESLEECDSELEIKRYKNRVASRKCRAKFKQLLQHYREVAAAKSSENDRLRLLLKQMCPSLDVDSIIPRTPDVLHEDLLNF
Numbers without * were called inactive; . = not tested or not shown; & = joins results of further samples.

SMILES	TPT1 inhibitor	PP5 primary	PP1 counter	EBNA-1 inh	CTSL1 counter	core dimer inh	CR mimetic SO	JMJD2C inh	ZTA counter
CC(=O)Nc1ccc(N2C(C(C)=O)=NN(c3ccccc3)C2c2cccs2)cc1 (configuration not stated)	7	4.0	-11	-17	-2	2	119	4	-2
CC1Cc2cc(/C(O)=C3/C(=O)C(=O)N(Cc4cccnc4)C3c3cccc(O)c3)ccc2O1 (configuration not stated)	0	-0.1	0	-4	-1	-2	101	-10	-15
CCOC(=O)C1CCN(c2c(N3CCCC(C(=O)OCC)C3)c(=O)c2=O)CC1 (configuration not stated)	-1	-0.6	0	15	0	1	101	5&7	2
O=C(Nc1cccnc1Cl)c1cc(-c2ccc(Br)cc2)on1	-6	0.6	3	8	3	-8	100	-6	-3
CCn1cc(/C=C/C(=O)Nc2c(C)nn(Cc3ccccc3)c2C)cn1	2	-0.1	3	4	0	-1	105	-40	5
CN(C)c1ccc(NC(=O)N2CCOCC2)cc1	3	-0.2	3	50*	5	-7	90	168	62*
CCN(CC)CCNC(=O)C(Oc1ccccc1)Oc1ccccc1	3	4.1	-1	-12	-8	-3	106	-3	7
COC(=O)c1cc(OC)nc2c1c(=O)n(C)c(=O)n2C	1	-1.3	-4	-2	1	1	96	3	7
COc1cc(/C=N/NC(=O)c2ccc(Cl)cc2)ccc1OCC(=O)N1CC(C)OC(C)C1 (configuration not stated)	2	0.6	1	11	2	1	99	-26	13
COc1ccc(/C=C/C(=O)NC(CCSC)C(=O)O)cc1 (configuration not stated)	-2	1.0	0	-3	3	-2	144	-4	3
O=C(NC(Cc1ccccc1)C(=O)O)/C(=C/c1ccc([N+](=O)[O-])cc1)NC(=O)c1ccccc1Br (configuration not stated)	-1	3.2	4	-2	-2	5	99	0	-5
CN(CC(=O)Nc1ccc(Cl)cc1)C(=O)c1ccc(NS(=O)(=O)c2ccc3[nH]c(=O)[nH]c3c2)cc1	3	-0.1	-2	5	2	0	105	19	1
O=C(COC(=O)CCSc1ccc(Cl)cc1)NCc1ccc(Cl)cc1	-2	7.0	4	-4	-30	-5	77	-5	-28
COc1ccc(N(C(=O)c2snc(C(N)=O)c2N)C(C(=O)NC2CCCCC2)c2ccc(F)cc2)c(OC)c1 (configuration not stated)	3	-0.1	-3	-3	-2	11	109	2	15
CC(=O)c1ccc(NC(=O)Nc2ncn(Cc3cccc(C)c3)n2)cc1	1	3.1	-6	-1	2	4	111	16	9
Cc1cc(SCC#N)n2nc(C)c(-c3ccccc3)c2n1	-3	4.1	4	-5	2	-3	105	36	14
COc1cccc(/C=C2\SC(N)=NC2=O)c1OS(=O)(=O)c1ccccc1	3	-0.6	3	12	-2	-18	83	15	1
O=C(NC1CCCCCC1)c1ccc[nH]c1=S	-1	0.7	1	2	0	-2	102	-21	-7
Cc1cc(O)ccc1C1(c2ccc(O)cc2C)OC(=O)c2ccccc21	2	5.2	3	4	-1	16	99	-2	1
O=C(CCCSc1ccc(Cl)cc1)Nc1ccccc1O	0	4.8	0	10	2	14	103	21	-1
Cc1ccc(C)c(S(=O)(=O)NCc2ccc(C(=O)NCc3ccco3)cc2)c1	-3	3.1	2	-1	2	18	103	26	11
Cc1ccc(SCC(=O)NCC(C)C)cc1	-3	-1.7	1	3	-5	-6	89	4	1
Cc1cccc(-c2noc(CCC(=O)NCc3ccco3)n2)c1	-4	0.0	-1	13	2	-1	76	9	-4
Nc1cccc(CCc2ccncc2)c1	-1	1.6	-1	7	1	10	101	1	15
NS(=O)(=O)c1ccc(CCN2C(=O)CCC2=O)cc1	-1	-1.8	-2	5	-4	-10	97	16	7
Following part:
SMILES	TPT1 inhibitor	PP5 primary	PP1 counter	EBNA-1 inh	CTSL1 counter	core dimer inh	CR mimetic SO	JMJD2C inh	ZTA counter
O=C(Nc1ccc(S(=O)(=O)Nc2nccs2)cc1)/C(=C/c1ccccc1Cl)NC(=O)c1ccccc1	-1	-0.5	2	7	-1	17	100	-1	13
O=C(O)/C=C/C(=O)N1CCc2ccccc21	0	-0.5	-3	5	2	3	105	0	0
O=C(/C=C/c1ccccc1Cl)NCCCn1ccnc1	1	-1.2	-5	8	6	12	102	0	9
COCCC(=O)N1CCC(Oc2ccc(C(=O)N3C[C@@H]4CCC[C@H]3C4)cc2)CC1	-4	-5.3	1	-12	-12	-10	68	6	-20
Cc1cccc(C)c1NC(=O)CSc1nc2c([nH]1)c(=O)n(C)c(=O)n2C	1	1.9	-2	3	0	5	92	3	5
NS(=O)(=O)c1ccc(CCNC(=O)C2CCCN(S(=O)(=O)c3cccnc3)C2)cc1 (configuration not stated)	2	4.0	-8	4	0	-3	95	5	17
CC(=O)N1CCC(N2CCN(c3ccccc3F)CC2)CC1	4	3.9	-4	-3	-8	5	124	-5	-3
CC1CC(C)CN(S(=O)(=O)c2ccc(C(=O)N3CC(C)OC(C)C3)cc2)C1 (configuration not stated)	0	0.5	-5	0	-3	-1	91	1	3
Cc1cccc(NC(=O)N2CCC(NC(=O)C3CCCCC3)CC2)c1	2	0.5	1	-1	-1	12	100	4	-4
CCCOC(=O)c1ccc(O)c(OC)c1	-7	1.0	0	-2	-5	-3	95	-2	-13
O=C(NC(=S)Nc1ccc(S(=O)(=O)N2CCCCC2)cc1)c1ccccc1	7	3.0	5	8	3	14	93	1	0
CCn1cc([N+](=O)[O-])c(C(=O)Nc2ccn(Cc3ccccc3)n2)n1	0	0.4	-1	-10	1	-3	107	-5	7
CC1CN(C(=O)CCC(=O)N2CCN(c3ccccn3)CC2)c2ccccc2O1 (configuration not stated)	0	3.1	-4	-11	-4	2	111	-2	5
Cc1ccc(CCC(=O)Nc2ncc(Cc3cccc(Cl)c3Cl)s2)o1	-1	-0.6	-1	-3	4	0	102	-26	-2
CCN(CC)C(=O)N1c2ccccc2Sc2ccccc21	-1	-1.4	6	6	3	2	82	0	-7
N#Cc1c(Nc2ccc(Cl)cc2)s[nH]c1=O	8	2.3	6	9	-1	2	92	-17	16
O=C1COc2ccc(S(=O)(=O)N3CCN(c4cccc(Cl)c4)CC3)cc2N1	2	-4.8	-10	-23	-2	-3	116	-2	11
O=C(CSc1nc2ccccc2s1)N1c2ccccc2Sc2ccc(C(F)(F)F)cc21	-1	3.1	7	1	-1	4	96	-12	17
COc1ccc(Cc2nnc(Nc3ccc(Cl)cc3)[nH]c2=O)cc1	2	1.4	18*	8	1	10	82	0	17
COc1ccc(CNC(=O)c2cc(C(C)=O)c[nH]2)cc1	3	-8.1	1	-12	2	-21	120	2	-2
COc1ccc(OC)c(NC2c3ncccc3C(=O)N2Cc2ccco2)c1 (configuration not stated)	1	0.7	1	-10	-3	3	96	-4	6
Cc1ccc(-c2nc(=O)[nH]c3ccccc23)cc1	3	2.2	2	-13	2	2	109	16	-19
O=C(OCC(=O)N1CCC(Cc2ccccc2)CC1)c1ccccc1NCCO	1	0.4	-4	-14	-1	3	101	-6	-9
O=C(NC12CCC(O)C(SC1)/C2=N/O)c1ccccc1 (configuration not stated)	4	-0.2	-3	-7	0	-7	108	23	-4
Cc1nnc(SCc2nc3sc4c(c3c(=O)[nH]2)CCCC4)[nH]c1=O	21	0.1	5	7	-1	6	87	3	9

Retrieved by structure from above (three):
SMILES	TPT1 inhibitor	PP5 primary	PP1 counter	EBNA-1 inh	CTSL1 counter	core dimer inh	CR mimetic SO	JMJD2C inh	ZTA counter
O=C(NC12CCC(O)C(SC1)/C2=N/O)c1ccccc1 (configuration not stated)	4	-0.2	-3	-7	0	-7	108	23	-4
CCN(CC)C(=O)N1c2ccccc2Sc2ccccc21	-1	-1.4	6	6	3	2	82	0	-7
Cc1ccc(CCC(=O)Nc2ncc(Cc3cccc(Cl)c3Cl)s2)o1	-1	-0.6	-1	-3	4	0	102	-26	-2

More results follow:
SMILES	TPT1 inhibitor	PP5 primary	PP1 counter	EBNA-1 inh	CTSL1 counter	core dimer inh	CR mimetic SO	JMJD2C inh	ZTA counter
O=C(O)C1Cc2ccccc2CN1C(=O)CSc1nnc2ccccn12 (configuration not stated)	-1	-0.6	2	13	5	-6	109	7	15
Cc1cccc(C(=O)OCC(=O)N2CCCC2=O)c1O	.	-0.9	-4	.	.	.	114	-3	11
CCOc1ccc(-c2n[nH]c(C)c2-c2ccccc2OC)c(O)c1	1	5.0	-2	-3	-1	1	92	9	5
CCC(C)[C@H](NS(=O)(=O)c1ccc(C)cc1)C(=O)N1CCC(C(=O)N2CCC(C(=O)OC)CC2)CC1 (some centres not stated)	-1	1.6	-5	-14	0	0	101	.	-8
Cc1cccc(C)c1NC(=O)Cc1cccs1	2	3.8	-3	4	-2	16	96	3	-2
NC(=O)COc1ccc(/C=C2\C(=O)ON=C2c2ccccc2)cc1	.	-0.6	1	.	.	.	102	-9	6
O=C(CSc1nc(-c2ccccc2)c(-c2ccccc2)[nH]1)Nc1nccs1	0	3.9	6	6	5	1	110	-1	9
O=C(c1ccc(F)cc1)N1CCC(C(=O)N2CCN(S(=O)(=O)c3cccc([N+](=O)[O-])c3)CC2)CC1	1	-3.9	-7	6	0	1	99	-7	12
Cc1ccc(CNC(=O)CCn2cc(-c3ccc(C)cc3)nc2CCN)cc1	-3	2.7	-1	-3	-5	-8	102	49	-10
Cc1c(C(=O)NC(Cc2ccccc2)c2nc3ccccc3[nH]2)cccc1[N+](=O)[O-] (configuration not stated)	0	1.5	-5	-3	1	5	124	5	-5
CC(C)[C@@H](COc1ccccc1)N1CCN(Cc2ccccc2)CCC1=O	3	0.6	-2	3	3	11	102	5	3
C=CCNC(=O)c1ccc(-c2nc(-c3ccccc3)cs2)cc1	0	1.9	-2	11	1	4	106	1	7
O=C(NCCc1ccccc1)c1ccc2c(c1)OCO2	0	0.3	-5	0	-2	-1	91	-4	-2
CCCCN(CCCC)Cc1ccc(N)cc1	-7	-0.3	-1	7	-1	-5	86	0	8
c1ccc2c(-c3cncc4ccccc34)cncc2c1	-2	-2.1	0	0	2	2	109	-18	17
COc1cc2c(cc1OC)CN(C(=O)C1(c3ccccc3)CC1)CC2	0	0.0	0	0	2	0	97	-5	-9
Cc1nc([N+](=O)[O-])c(Br)n1CC(=O)c1ccc(Cl)cc1	-1	-1.5	4	4	2	10	96	12	-2
O=S(=O)(NCCOc1cccc2cccnc12)c1ccc(F)cc1	-4	1.8	-4	-9	-3	-2	107	-21	-9
COc1ccc(NC(=O)c2ccc([N+](=O)[O-])cc2[N+](=O)[O-])c(OC)c1	3	-0.6	6	-1	-2	-2	101	-1	-6
COc1ccccc1NC(=O)C1CCN(S(=O)(=O)c2ccc3c(c2)NC(=O)CO3)CC1	-1	1.2	-1	3	-2	-2	102	5	-5
CCN(CC)C(=O)Cn1cc(S(=O)(=O)CC(=O)Nc2ccccc2F)c2ccccc21	-5	1.1	0	10	1	-15	96	0	-12
Cc1ccc(S(=O)(=O)N(C)CC(=O)Nc2cccc(C)n2)cc1	0	-1.4	-4	6	-2	2	99	8	4
Fc1ccc(/C=N/NC(=S)Nc2cccnc2)cc1	-2	-0.4	0	-7	3	-2	92	3	-9
Cc1ccccc1C(=O)NC1CCN(C(=O)NCc2ccccc2)CC1	-2	3.7	-1	-9	0	-2	92	-4	1

Hits appear at their usual frequency, and some 3.1% of all compounds hit somewhere here.
